WT yeast gro inh: growth inhibition of WT strain, primary screen, mitochondrial fusion inhibitor project, WT and mutant strains, chemical genetic; mitochondrial fusion phenotypic screen; inhibition, % at 10 µM; actives 2.1% (n = 190,000); AID 1362, 2008; in the data active = inhibition above about 58%; tested in S. cerevisiae
Hep lipid drop: inhibitors of hepatocyte lipid droplet formation, primary screen, imaging, high-throughput imaging, BODIPY stain. actives 0.4% (n = 240,000). AML12 mouse hepatocytes, oleate lipid droplets. inhibition, % at 6.5 µM;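 active = lipid droplet intensity inhibited by at least 50%, with more than 500 cells counted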
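material = mouse AML12 hepatocyte cell line, fixed after treatment | also added = 100 µM oleic acid challenge | doses = compound at 6.5 µM only | schedule = overnight exposure | technique = Image-based BODIPY and DAPI two-channel analysis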
Dynein transport: inhibitors of GR-EGFP nuclear translocation, primary screen, dynein cargo transport inhibitor project, imaging, high-content, 3617.4 mouse cells; test concentration mostly 20 µM; stimulated with dexamethasone, 1 µM; hits give low values; z-score, hits read low; actives 0.47% (n = 220,000); AID 1381, 2008;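 active = plate z-score of nuclear minus cytoplasmic receptor signal below a set negative limit, without overly bright fluorescence or cell loss, cut at about -3.5 in these data, passing the limit was not always enough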;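 note: z-score of nuclear minus cytoplasmic ring GR-EGFP intensity difference per well; some compounds called inactive have numbers as strong as hits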
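Buffer or medium: tet-free medium with charcoal-stripped serum / Also added: dexamethasone agonist, 1.0 µM final, for 30 min / Timing: induction 48 h, compound 1 h, agonist 30 min / Measured by: high-content fluorescence imaging after fixation / Read-out: nuclear-to-cytoplasmic GR-EGFP distribution per well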
MT stabilize HCS: microtubule stabilizers in HeLa cells, primary screen, imaging, high-content imaging | HeLa tubulin immunostaining HCS, 24 h; share of cells brighter than vehicle mean+2SD | % tubulin-high responders, % at 10 µM | actives 0.83% (n = 200,000);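 active = plate Z-score above 3 for both tubulin-high and condensed-nucleus cell shares, with cell loss under 80%, at 10 µM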;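 note: anti alpha tubulin signal scored within the nucleus-defined area of each cell; some results filed as inactive read as strong as hits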
Autophagy HCS: autophagy modulators in MEF cells, primary screen, imaging, high-content, MEF GFP-LC3 | MEF GFP-LC3 puncta imaging; test concentration mostly 10 µM | calls only at 10 µM (by protocol) | actives 0.98% (n = 190,000);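 active = percentage of spot-positive cells more than 3 SD above its plate mean, without a fluorescence outlier flag or 80% toxicity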;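 note: spot-positive cell cutoff set from DMSO-treated cells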
Yfh1-depleted yeast: enhancers of respiration in Yfh1-depleted yeast, dose response, Friedreich's ataxia, plus single-dose screen (AID 1465). fold induction at 50 µM, or EC50 in µM where a hit was titrated. S. cerevisiae Yfh1-off respiration, WST-1 reduction, 72 h; higher fold induction means a stronger effect. actives 0.074% (n = 220,000);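 active = fold induction of absorbance versus untreated yeast above a set limit, then at least 30% activation at any dose in follow-up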;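 note: activators that raise dye reduction in frataxin-depleted yeast; strong numbers were not always called active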
b-catenin transl: modulators of beta-catenin nuclear translocation, primary screen, imaging, HeLa cells, immunofluorescence, high-content. actives 0.3% (n = 190,000). AID 1665, 2009. nuclear translocation activity, % at 5 µM;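 active = nuclear translocation activity above 50% at 5 µM, with a well cell count of 50 or more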;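 note: per-cell ratio of nuclear to cytoplasmic median beta-catenin stain intensity; plate controls were DMSO negative control for no effect and GSK-3 inhibitor IX positive control for full effect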
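System: HeLa cells, endogenous beta-catenin; compound dosing: 5 µM primary single dose, 0.1% DMSO, 0.02–20 µM confirmation series; incubation: 24 h compound exposure at 37°C, 5% CO2; signal: beta-catenin immunofluorescence imaging with DAPI; evaluation: % activation, nuclear-to-cytoplasmic median beta-catenin signal ratio per cell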
NOD2 inhibition: NOD2 signaling inhibitors, cell-based, luminescence, uHTS, HEK293 (AID 1566) | HEK293 NOD2/NF-kB luciferase reporter, luminescence; higher % means a stronger effect | one-dose inhibition, % at 4 µM; EC50 in µM for titrated hits | actives 0.63% (n = 290,000); in the data active = inhibition above about 50%; note: many of its hits are not listed in these tables
Ins promoter up: insulin promoter activators in MIN6 cells, imaging, high-content screening, mouse beta cells. AID 1625, 2009. MIN6 insulin promoter-GFP reporter; hits give high values. actives 0.3% (n = 190,000). z-score at 5 µM;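 active = z-score above 3 at 5 µM with at least 500 cells counted in the well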
WT yeast gro inh mutant strain: also measured in WT yeast gro inh; calls as there; inhibition, %; mitochondrial fusion phenotypic screen, mutant strain inhibition
Dynein transport cytoplasmic EGFP: recorded beside Dynein transport, whose call it bears; z-score; measured here: cytoplasmic GR-EGFP intensity; hits give high values
Dynein transport nuclear GR-EGFP: second read-out of Dynein transport, no call of its own (marks repeat the call); z-score; measured here: nuclear GR-EGFP intensity;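 lower value marks the stronger effect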
Dynein transport cell count: further read-out of Dynein transport, marked with its call; z-score; measured here: cell count per field
Ins promoter up cell count: further read-out of Ins promoter up, marked with its call; cell count; measured here: cytotoxicity, nuclei count;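 total cells summed across four imaged fields per well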
Hep lipid drop cells 6.5 µM: recorded beside Hep lipid drop, whose call it bears; cell count; measured here: cell count, cytotoxicity flag;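 cells counted across two imaged fields per well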
b-catenin transl cell count 5 µM: recorded beside b-catenin transl, whose call it bears; cell count; measured here: cell count, cytotoxicity flag
MT stabilize HCS Hoechst-high %: also measured in MT stabilize HCS; calls as there; % Hoechst-high responders; measured here: nuclear condensation Hoechst responders;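 share of cells brighter than vehicle mean plus two SD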
MT stabilize HCS cytotoxicity %: second read-out of MT stabilize HCS, no call of its own (marks repeat the call); toxicity, %; measured here: cytotoxicity by cell density;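 0% = mean cell density of plate MIN control wells and 100% = no cells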
Autophagy HCS cell loss 18 h: recorded beside Autophagy HCS, whose call it bears; toxicity, %; measured here: cell loss, nuclei count;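 cell loss after 18 h compound exposure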
Numbers without * were called inactive; i = inactive; . = no result given. This is a subset (hit frequency here may not be typical).

Screens in order – WT yeast gro inh	WT yeast gro inh mutant strain	Hep lipid drop	Hep lipid drop cells 6.5 µM	Dynein transport	Dynein transport cytoplasmic EGFP	Dynein transport nuclear GR-EGFP	Dynein transport cell count	MT stabilize HCS	MT stabilize HCS Hoechst-high %	MT stabilize HCS cytotoxicity %	Autophagy HCS	Autophagy HCS cell loss 18 h	Yfh1-depleted yeast	b-catenin transl	b-catenin transl cell count 5 µM	NOD2 inhibition	Ins promoter up	Ins promoter up cell count
- O=C(NNc1nc(Nc2ccccc2)nc(N2CCOCC2)n1)Nc1ccc(Cl)cc1
 : -6	-36	18	639	-0.98	-0.2	-0.69	0.046	3.4	3.5	7.0	i	11	i	1.0	1056	13%	0.39	1073
- O=C(C1CCN(S(=O)(=O)c2ccc(F)cc2)CC1)N1CCOCC1
 : 5	-2	.	.	-0.42	-0.28	-0.07	-0.34	3.0	1.7	8.8	i	5	i	1.0	851	-13%	0.53	1186
- COc1ccc(NC(=O)CSc2nc(O)cc(=O)n2C)cc1
 : -3	-2	1	764	0.72	0.16	0.25	-0.2	1.4	1.9	11	i	-5	i	.	.	1%	0.34	732
- CCOc1ccc(CCNC(=O)Cn2c(=O)oc3ccccc32)cc1OCC
 : -3	0	47	798	-0.12	-0.29	0.35	1.1	2.1	0.7	4.1	i	34	i	0.6	1050	1%	.	.
- Cc1cc(C)c2c(CN3CCN(Cc4ccc5c(c4)OCO5)CC3)cc(=O)oc2c1
 : 41	-10	.	.	0.22	-0.34	0.14	0.27	5.4	2.5	3.1	i	20	i	-3.3	955	-25%	-2.1	1146
- Cc1cccn2c(=O)c3cc(C#N)c(=NC(=O)c4cccs4)n(CC(C)C)c3nc12
 : .	.	-5	752	-0.23	-0.23	-0.18	0.33	.	.	.	.	.	i	-4.1	1217	17%	-0.31	1400
- COc1ccc(-c2cn3cccc(C)c3n2)cc1F
 : 31	13	-3	639	-0.44	-0.4	-0.047	2	1.9	1.3	1.0	i	16	i	2.4	822	-108%	0.44	1561
- CCOc1ccc(CNC(=O)CCc2cn(Cc3ccccc3)c3ccccc23)cc1
 : 0	-14	-11	743	-0.63	-0.15	0.43	0.21	3.5	2.4	8.0	i	7	.	-2.4	551	-19%	0.18	1283
- COc1cccc2c(SCC(=O)N/N=C/c3ccc(O)cc3O)cc(C)nc12
 : -6	-12	-9	710	-0.15	-0.24	-0.62	0.98	3.2	2.1	0.1	i	-3	i	-1.9	983	-40%	0.62	1185
- CNc1c(N=Cc2cccnc2)c(=O)n(C)c(=O)n1C
 : -24	22	-1	753	-0.83	-0.0079	-0.53	0.5	3.8	3.1	3.9	i	4	i	.	.	-10%	0.91	1324
- Cc1ccc(C)c(N2CCN(CC3CC=CCC3)CC2)c1 (stereo not drawn)
 : 22	38	-11	695	0.65	-0.35	0.17	0.54	1.4	1.6	11	i	3	i	.	.	-29%	-0.88	957
- CC(C)COC(=O)C(N)C(C(=O)OCC(C)C)c1ccccc1 (stereo not drawn)
 : 13	24	.	.	-0.73	-0.19	-0.41	0.51	1.5	1.3	2.7	i	2	i	-3.6	950	1%	-0.56	1335
- COC(=O)c1sccc1NC(=O)CC1C(=O)NCCN1C(=O)c1ccccc1 (stereo not drawn)
 : .	.	-9	727	-0.13	-0.22	0.25	-0.49	.	.	.	.	.	i	0.1	1360	9%	0.21	1100
- Cc1cccc2[nH]c(SCC(=O)O)nc12
 : -9	7	15	654	0.41	-0.3	0.69	-0.079	8.0	1.5	5.0	i	7	i	-4.7	1100	2%	0.68	1651
- CCOc1cc(CN2CCOCC2)cc(C(C)=O)c1
 : 15	14	.	.	0.14	-0.29	0.094	-0.18	3.4	3.4	5.0	i	3	i	0.3	1329	15%	-0.13	1273
- Cc1ncoc1C(=O)N1CCCC(C(=O)c2cccc(C(F)(F)F)c2)C1 (stereo not drawn)
 : -12	5	-16	704	-0.41	-0.15	-0.13	-1.3	1.2	2.2	9.5	i	2	i	0.9	1592	-8%	-0.21	1321
- O=C(CSCc1cccc(Br)c1)NC1CC1
 : 9	-8	2	650	0.027	-0.28	-0.037	0.85	2.1	2.3	2.2	i	26	i	-4.8	558	13%	-0.01	1378
- CC(=O)c1c(C)nc(-c2ccc(Cl)cc2)nc1N
 : 13	1	3	630	0.66	0.3	1.2	-1.1	1.1	3.4	4.4	i	4	i	1.7	928	-109%	1.7	1650
- Cc1ccc(Oc2ncnc(N)c2[N+](=O)[O-])cc1C
 : 6	-7	.	.	-0.36	-0.26	0.053	0.048	1.3	1.0	4.6	i	-18	i	0.1	1506	-10%	0.16	1482
- Cc1ccc(NC(=O)Cn2cnc3cc([N+](=O)[O-])ccc3c2=O)c(Cl)c1
 : .	.	1	670	0.95	-0.1	0.33	-0.19	.	.	.	.	.	i	-1.0	1044	-4%	0	1285

A draw from above in order of length of the SMILES, rising:
Screens in order – WT yeast gro inh	WT yeast gro inh mutant strain	Hep lipid drop	Hep lipid drop cells 6.5 µM	Dynein transport	Dynein transport cytoplasmic EGFP	Dynein transport nuclear GR-EGFP	Dynein transport cell count	MT stabilize HCS	MT stabilize HCS Hoechst-high %	MT stabilize HCS cytotoxicity %	Autophagy HCS	Autophagy HCS cell loss 18 h	Yfh1-depleted yeast	b-catenin transl	b-catenin transl cell count 5 µM	NOD2 inhibition	Ins promoter up	Ins promoter up cell count
- COc1ccc(NC(=O)CSc2nc(O)cc(=O)n2C)cc1
 : -3	-2	1	764	0.72	0.16	0.25	-0.2	1.4	1.9	11	i	-5	i	.	.	1%	0.34	732
- CCOc1ccc(CNC(=O)CCc2cn(Cc3ccccc3)c3ccccc23)cc1
 : 0	-14	-11	743	-0.63	-0.15	0.43	0.21	3.5	2.4	8.0	i	7	.	-2.4	551	-19%	0.18	1283
- O=C(NNc1nc(Nc2ccccc2)nc(N2CCOCC2)n1)Nc1ccc(Cl)cc1
 : -6	-36	18	639	-0.98	-0.2	-0.69	0.046	3.4	3.5	7.0	i	11	i	1.0	1056	13%	0.39	1073

Additional results
Screens in order – WT yeast gro inh	WT yeast gro inh mutant strain	Hep lipid drop	Hep lipid drop cells 6.5 µM	Dynein transport	Dynein transport cytoplasmic EGFP	Dynein transport nuclear GR-EGFP	Dynein transport cell count	MT stabilize HCS	MT stabilize HCS Hoechst-high %	MT stabilize HCS cytotoxicity %	Autophagy HCS	Autophagy HCS cell loss 18 h	Yfh1-depleted yeast	b-catenin transl	b-catenin transl cell count 5 µM	NOD2 inhibition	Ins promoter up	Ins promoter up cell count
- CN1CCN(CC(O)c2ccccc2)CC1 (stereo not drawn)
 : 5	-6	.	.	-0.22	-0.24	-0.42	0.19	1.2	1.3	7.8	i	1	i	.	.	-4%	.	.
- Nc1ccc(C(=O)Nc2ccc(NC(=O)c3ccco3)c(O)c2)cc1
 : .	.	4	707	0.48	-0.16	-0.16	-0.49	.	.	.	.	.	i	-0.7	1370	6%	0.13	1109
- COc1cccc(-c2nc(CS(=O)(=O)CC(=O)NCc3ccccc3)c(C)o2)c1
 : 2	-2	6	678	-1.5	-0.12	-0.59	-0.33	2.1	1.4	8.0	i	10	.	-0.2	1076	-12%	.	.
- Cc1ccc(-c2noc(CCC(=O)NCCCN3CCN(c4ccc(F)cc4)CC3)n2)cc1
 : 19	11	.	.	0.28	-0.26	0.2	0.95	1.4	2.0	2.8	i	27	i	-4.7	913	14%	-4.1	910
- COc1ccc(C)cc1S(=O)(=O)N1CCCCCC1
 : .	.	-17	676	0.97	-0.27	0.91	0.12	.	.	.	.	.	i	-1.1	1344	13%	-0.91	1024
- COc1cccc(N=C2SC(C(=O)Nc3ccccc3F)CC(=O)N2C)c1 (stereo not drawn)
 : 1	7	.	.	2.9	-0.37	0.77	-0.45	5.0	2.4	13	i	-39	i	-1.5	823	9%	1.6	1061
- CCCOc1ccccc1C(=O)NC(CO)C(=O)O (stereo not drawn)
 : -2	8	10	783	-0.8	-0.31	-0.41	0.87	1.3	1.8	12	i	9	i	-3.8	1175	-4%	0.58	990
- C[C@H](NC(=O)c1nc[nH]c1C(=O)N[C@@H](CCCCNC(=O)OC(C)(C)C)C(=O)OC(C)(C)C)C(=O)OC(C)(C)C
 : .	.	-14	677	1.4	-0.75	0.76	-0.75	.	.	.	.	.	i	1.0	1209	-2%	-0.35	801
- CCN(CC)c1ccc(/C=N/NC(=O)c2ccco2)c(O)c1
 : .	.	-4	743	0.66	-0.091	-0.065	-0.068	.	.	.	.	.	i	-0.3	1315	-44%	-2.8	785
- Cc1ccc(CNC(=O)Cc2noc3ccccc23)cc1
 : -11	4	-8	745	1.9	0.083	0.92	-1.9	1.9	1.4	5.5	i	10	i	-2.5	999	-141%	0.06	1452
- CSc1cc(C)n(-c2ccccc2)c(=S)c1C(C)=O
 : 16	19	-12	783	1.4	-0.079	1.3	-0.97	2.3	1.5	5.1	i	36	i	-6.4	1223	10%	0.2	913

Screening results (PubChem)
